Screens deposited in PubChem by Sanford-Burnham Center for Chemical Genomics.
XBP1 UPR activ: activators of adaptive arm of unfolded protein response (XBP1) | activation, % at 20 µM | CHO-XBP1 luciferase reporter, IRE1-XBP1 UPR activation, luminescence; percent of tunicamycin response, DMSO as zero | actives 0.33% (n = 330,000);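 active means versus positive control, 20 µM dose yields 30% or more activation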;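 further: 100% = tunicamycin at 10 µg/mL and 0% = DMSO only wells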
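Material: CHO cell line with stable XBP1 luciferase reporter; buffer or medium: F12 medium containing 10% fetal bovine serum; compound: single point, 20 µM final compound, 1% DMSO; incubation: 6 h treatment, 37 °C; measured by: glow luminescence from Steady-Glo reagent; evaluation: activation, % of tunicamycin; control set: tunicamycin high, DMSO low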
CXCR6 block: blocks human CXCR6 beta-arrestin recruitment | CHO-K1 PathHunter CXCR6 beta-arrestin, luminescence | inhibition, % at 20 µM | actives 0.36% (n = 360,000) | AID 602244; in the data active means inhibition above about 34%, passing the limit was not always enough;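 further: antagonist mode with CXCL16 agonist at 10 nM final; 0% = 10 nM CXCL16 with DMSO and 100% = unstimulated wells without agonist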
697 NFkB inh: lowers PMA/ionomycin-induced NF-kB signal in 697 B cells; 697 B-cell NF-kB luciferase reporter, 16 h; actives 0.33% (n = 330,000); inhibition, % at 4 µM; AID 435022; in the data active means inhibition above about 35%
EBI2 antag: blocks human EBI2 receptor beta-arrestin signaling; inhibition, % at 5 µM; P32249; EBI2 beta-arrestin recruitment, luminescence, 7a,25-OHC stimulated; actives 0.81% (n = 360,000); in the data active means inhibition above about 38%;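 further: enzyme fragment complementation signal reports receptor beta-arrestin coupling in cells; 0% = agonist plus DMSO wells and 100% = wells without agonist; some results beyond the cut were filed as inactive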
Target sequence (P32249 whole entry, looked up, the tested form may be a part): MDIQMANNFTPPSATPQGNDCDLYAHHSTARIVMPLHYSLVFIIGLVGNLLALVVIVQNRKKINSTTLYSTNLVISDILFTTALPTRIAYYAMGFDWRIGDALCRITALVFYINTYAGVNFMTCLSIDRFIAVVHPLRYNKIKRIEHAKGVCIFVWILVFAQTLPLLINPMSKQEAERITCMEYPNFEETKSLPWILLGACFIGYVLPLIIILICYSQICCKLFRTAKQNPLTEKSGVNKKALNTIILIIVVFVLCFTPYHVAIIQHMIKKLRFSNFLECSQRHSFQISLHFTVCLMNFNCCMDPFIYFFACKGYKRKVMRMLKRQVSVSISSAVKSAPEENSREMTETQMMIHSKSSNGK
CHOP UPR activ: apoptotic UPR (CHOP) activation; CHO-CHOP luciferase reporter, luminescence; percent of tunicamycin response over DMSO baseline; activation, % at 10 µM; actives 0.34% (n = 330,000); AID 449763;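 active means at 10 µM dose, activation of 40% or more, normalized to positive control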;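 further: 100% = tunicamycin at 10 µg/mL and 0% = DMSO alone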
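Test system: CHO CHOP reporter cells. Input: 500 CHO-CHOP cells per well. Medium: F12 with 10% FBS. Technique: luciferase luminescence. Measure: percent activation relative to tunicamycin control. Dosing: 10 µM compound, 0.5% DMSO. Timing: 16-18 h cell attachment, then 6 h compound exposure, 37 °C.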
Jurkat NFkB inh: inhibitors of the PMA/ionomycin-induced NF-kB reporter in Jurkat cells. PMA/ionomycin-induced NF-kB luciferase reporter, luminescence. inhibition, % at 4 µM. actives 0.53% (n = 330,000). AID 435003; in the data active means inhibition above about 50%
Mdm2-MdmX inh: human Mdm2/MdmX binding inhibition. O15151+Q00987. SaOS-2 split-luciferase Mdm2/MdmX complementation, luminescence. inhibition, % at 8 µM. actives 3% (n = 330,000);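 active means inhibition of at least 50% at 8 µM in the primary screen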
Gli-Sufu block: antagonists of Gli-Sufu signaling; Sufu-KO-LIGHT fibroblasts, Gli luciferase reporter luminescence; inhibition, % at 5 µM; actives 0.74% (n = 340,000); AID 588413;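 active means inhibition above about 55%, limit read from the data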;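 further: 0% = DMSO-treated cells and 100% = wells with medium but no cells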
CCR6 antagonist: CCR6 (human) receptor antagonism. CHO-K1 CCR6 PathHunter beta-arrestin, luminescence, CCL20-stimulated. actives 0.49% (n = 340,000). inhibition, % at 20 µM. P51684;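 active means compounds whose inhibition of the agonist-driven luminescence signal at 20 µM reaches about 50%, limit read from the data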;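 further: cells stimulated with CCL20 at 14 nM final; plate controls were DMSO with CCL20 for no effect and DMSO without agonist for full effect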
Target sequence (P51684 whole entry, looked up): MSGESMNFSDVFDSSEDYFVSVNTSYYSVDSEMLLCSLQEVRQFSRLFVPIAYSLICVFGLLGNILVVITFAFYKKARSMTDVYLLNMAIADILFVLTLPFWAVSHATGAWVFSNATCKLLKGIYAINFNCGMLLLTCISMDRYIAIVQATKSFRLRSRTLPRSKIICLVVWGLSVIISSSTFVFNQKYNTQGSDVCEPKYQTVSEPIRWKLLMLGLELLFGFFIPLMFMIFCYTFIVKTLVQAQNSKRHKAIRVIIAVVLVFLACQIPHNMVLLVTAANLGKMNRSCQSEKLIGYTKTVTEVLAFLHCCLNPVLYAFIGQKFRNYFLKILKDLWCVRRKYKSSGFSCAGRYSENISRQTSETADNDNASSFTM
The depositor's hits bear a star; . = no result given.

structure,XBP1 UPR activ,CXCR6 block,697 NFkB inh,EBI2 antag,CHOP UPR activ,Jurkat NFkB inh,Mdm2-MdmX inh,Gli-Sufu block,CCR6 antagonist
CCN(c1ccccc1)S(=O)(=O)c1ccc2c(c1)N(C(C)=O)CCS2,-1,-7,-29,-1,1.1,3,12,0,0
FC(F)(F)c1n[nH]c(=S)n1/N=C/c1ccco1,-2,12,3,-4,1.7,9,17,4,19
Cc1cccc(C(=O)Oc2ccc(/C=N/O)cc2)c1,7,-8,-1,-3,5.1,-38,-74,.,5
CCCCN(C)C(=O)c1ccc2c(c1)N(CC)C(=O)c1ccccc1S2=O (configuration not stated),-8,-1,-14,3,1.2,9,-8,7,-3
CN1C(=O)C(O)(C2CCCCCC2=O)c2ccccc21 (configuration not stated),0,-14,7,1,0.0,2,-9,0,7
Cc1cc(-c2ccccc2)nc(N/N=C/c2cccnc2)n1,2,1,4,-18,0.1,3,9,-13,14
Cc1ccccc1OCCOC(=O)c1cc(S(=O)(=O)N2CCCCC2)ccc1N1CCOCC1,1,-7,-28,19,6.0,4,5,50,4
Cc1ccc(NC(=O)CN(C)Cc2nc3ccccc3c(=O)[nH]2)c(Br)c1,-3,-4,-32,-5,-3.7,-23,-9,-9,-8
CC1CCCC(NC(=O)Cc2ccc(Br)cc2)C1C (configuration not stated),2,6,0,18,0.3,1,39,-13,7
NC(=NCc1ccc2c(c1)OCO2)NC(=O)c1ccccc1,1,-2,18,-13,0.4,-12,-14,19,-2
COc1cc2ccccc2cc1C(=O)Nc1nccs1,5,-6,-85,17,2.1,-57,-70,-64,7
COc1cccc(NC(=O)Cn2cnc3sc(C)c(S(=O)(=O)N4CCN(C)CC4)c3c2=O)c1,-2,6,4,-9,-1.8,-1,39,-3,12
COc1ccc(/C=C/c2nnc(NC(=O)CC(C)C)s2)cc1,0,8,-16,25,-0.4,7,11,-12,0
Cc1ccc(C(=O)N2CCN(c3ccccn3)CC2)cc1,-2,-8,-3,0,0.0,-12,0,17,4
Cc1ccc(NC(=O)CNCc2ccccn2)cc1S(=O)(=O)N(C)C,-2,3,-16,-6,1.5,-19,-33,15,-2
Cc1nn(Cc2ccc(Cl)cc2)c(C)c1NC(=O)c1cc(-c2ccco2)on1,2,-5,-1,0,1.7,17,14,-2,7
CCN(CC)c1ccc2cc(C(N)=O)/c(=N\NC(=O)c3ccncc3)oc2c1,5,.,16,.,-0.4,-1,20,-28,19
CCCNC(=O)C(Cc1cccc(Br)c1)NC(=O)c1ccc(C#N)cc1 (configuration not stated),2,6,-10,3,0.7,-5,8,-7,20
CCN(CC)c1ccc(NC(=O)CN2CCN(S(=O)(=O)c3cc(Cl)ccc3OC)CC2)cc1,-4,4,-53,11,0.0,-6,-7,-3,1
O=C(Nc1ccccc1)NC1(C(=O)NCc2cccs2)CCCCC1,-4,-2,11,-9,-1.8,-14,4,0,12
C=CCNC(=O)c1c(Cl)nc(C)c([N+](=O)[O-])c1C,1,-13,-34,-5,2.4,-7,-10,5,-3
COc1ccc(C(=O)N2N=C3CC(C)(C)OCC3C2c2ccccc2)cc1 (configuration not stated),2,2,-8,-5,1.4,-2,-6,7,2
CC[C@H](C)[C@H](NC(=O)OCc1ccccc1)C(=O)OCC(=O)N1CCN(c2ccc(F)cc2)CC1,.,0,.,-6,.,.,.,4,15
COc1ccccc1OCC(=O)Nc1cc(NC(=O)COc2ccccc2OC)cc(C(=O)O)c1,1,12,4,-2,-0.7,12,22,-10,6
COc1ccc(C(C(=O)NC2CCCC2)N(Cc2cccnc2)C(=O)Cc2cccs2)cc1OC (configuration not stated),-1,-3,16,-1,-0.8,-14,13,-4,8
CCOc1ccccc1OCC(=O)OC(C)C(=O)Nc1ncc(Cl)cc1Cl (configuration not stated),-1,0,3,-13,2.0,-9,-10,3,13
Cc1ccc2c(c1)C(=O)N1[C@H]3c4ccccc4OC[C@@H]3[C@H](c3ccccc3)[C@]1(C)C(=O)N2,-3,7,12,10,0.9,11,13,4,11
Cc1ccccc1-c1nc(CS(=O)CC(=O)NCCc2ccc(Cl)cc2)c(C)o1 (configuration not stated),-4,-9,4,9,-1.3,11,12,8,16
CCCCc1nc2cc(C(=O)N3CCC(OC)CC3)ccc2o1,-4,2,-38,-3,3.1,-6,12,-10,5
O=C(COc1ccc(Cl)cc1)NCC(=O)N1CCC2(CC1)NCCc1[nH]cnc12,-5,-1,11,-4,-0.3,-2,-17,-11,1
CS(=O)(=O)n1nc(OC(=O)c2cc(Br)ccc2Cl)cc1N,-2,-10,-12,1,-1.7,-3,11,5,18
Cc1oc(-c2ccc3c(c2)OCCO3)cc1C(=O)NCC(=O)O,-1,3,-13,4,4.1,-12,-7,-5,18

The closing 2 entries of the part above lead into the next:
structure,XBP1 UPR activ,CXCR6 block,697 NFkB inh,EBI2 antag,CHOP UPR activ,Jurkat NFkB inh,Mdm2-MdmX inh,Gli-Sufu block,CCR6 antagonist
CS(=O)(=O)n1nc(OC(=O)c2cc(Br)ccc2Cl)cc1N,-2,-10,-12,1,-1.7,-3,11,5,18
Cc1oc(-c2ccc3c(c2)OCCO3)cc1C(=O)NCC(=O)O,-1,3,-13,4,4.1,-12,-7,-5,18
Cc1ccc2cc3c(NS(=O)(=O)c4cccc5nonc45)nn(CC(C)C)c3nc2c1,-6,19,6,5,-0.3,9,8,-9,29
O=C(N/N=C/c1cccc([N+](=O)[O-])c1)C1CC1c1ccccc1 (configuration not stated),-3,-4,7,2,0.4,16,16,7,4
CCN(CC(=O)NCc1ccc(F)cc1)C(=O)C(C)Oc1cccc(Cl)c1 (configuration not stated),0,0,8,1,-0.3,10,0,2,2
Cc1ncsc1CCOC(=O)c1ccccc1,2,-2,1,-7,1.9,10,-31,-15,7
Cc1noc(C)c1S(=O)(=O)Nc1ccc(C(=O)NC2CCCCC2)cc1,-3,0,13,-7,-3.7,-3,20,0,-4
Cc1nn(CC(=O)NN)c(C)c1Br,-2,10,-7,2,1.0,4,25,-3,-13
ON1C(c2ccccc2)CC2(O)c3nonc3CCC12 (configuration not stated),-1,6,-10,1,0.3,-7,-24,3,31
Cc1ccc(NC(=O)Nc2nnc(Cc3ccc([N+](=O)[O-])cc3)s2)cc1C,4,-17,17,8,3.7,2,57*,-26,-2
O=C(O)CCNC(=O)c1cncc(Br)c1,-4,-1,12,-4,-0.2,14,-15,7,2
CC1(C)Cc2nc3sc4c(N(CCO)CCO)ncnc4c3cc2CO1,2,1,-5,3,1.8,-13,13,-18,14
COc1ccc(S(=O)(=O)Nc2ccc(S(=O)(=O)Nc3nc(C)cc(C)n3)cc2)cc1OC,1,-5,3,-4,-2.2,-15,19,4,2
COc1ccc(Cl)cc1NC(=O)COC(=O)C1COc2ccccc2O1 (configuration not stated),0,-4,12,6,0.2,11,-4,-7,10
CCN1CCCC1CNC(=O)c1cc2cc(OC)c(OC)cc2[nH]1 (configuration not stated),-5,-8,9,-3,0.0,23,18,14,13
COc1ccc(/C(O)=C2/C(=O)C(=O)N(CC3CCCO3)C2c2cccc(OC)c2)cc1 (configuration not stated),-3,-4,21,0,-0.1,3,23,25,11
COc1ccc(Br)cc1C(=O)NC(=S)Nc1ccc2[nH]c(=O)[nH]c2c1,-1,2,7,8,1.1,-1,23,19,6
CCOCC(=O)OCC(=O)NC12CC3CC(CC(C3)C1)C2,0,5,2,-3,-0.2,2,0,-25,-4
O=C(NNC(=O)C1CCCCC1)c1ccc(Br)cc1,0,-1,-17,11,1.8,0,1,-11,8
N/C(Cc1ccc([N+](=O)[O-])cc1)=N\OC(=O)Cc1ccc(Cl)cc1,-1,-27,4,-9,-0.7,4,-6,-5,5
COCCn1c(SCC#N)nnc1-c1ccccc1O,-2,-2,13,12,-3.0,10,-1,-2,-16
Cc1cc(OC(=O)c2c(Cl)cccc2Cl)nc(C)n1,2,0,-7,-7,0.1,3,8,6,1
Cc1nnc(NC(=O)c2ccc(-c3ccc(Cl)cc3)o2)s1,5,3,-50,9,10,7,-10,-1,2
Cc1cccc(C(=O)N2CCN(C(=O)c3cccc(C)c3)C(C)C2)c1 (configuration not stated),-1,-2,-17,-5,-0.3,-8,23,4,-2
Cc1ccc(-n2c(C)nn(Cc3ccc([N+](=O)[O-])cc3)c2=O)cc1,1,8,-6,3,0.9,0,-1,1,-21
COc1ccc(C(=O)CN2C(=O)C(C)(C)Oc3ccc(C(=O)N4CCCCCC4)cc32)cc1,-4,0,11,1,-0.6,1,12,11,18
CCOC(=O)c1ccc(NC(=O)CN2CCN(C(=O)C3CCCO3)CC2)cc1 (configuration not stated),-2,-2,14,1,-0.6,-3,-11,-9,0
O=C(COC(=O)c1ccccn1)Nc1ccc2c(c1)OCCO2,7,5,2,-6,2.1,1,8,0,-4
CCOC(=O)c1cnn(-c2nc(OCC)cc(OCC)n2)c1C,1,-5,-27,8,2.2,2,21,11,7
N#CCSc1nnc2c(Cl)cc(Cl)cn12,2,1,15,-3,-1.7,6,12,-1,-2
O=C(COC(=O)/C=C/c1cccc(Br)c1)Nc1cccc(S(=O)(=O)NC2=NCCC2)c1,-2,8,2,2,-2.2,1,13,-4,14
CCCCn1c(SCC(=O)c2ccccc2)nc2c1c(=O)[nH]c(=O)n2C,5,0,8,-6,-1.1,-5,9,2,8
